From PubChem BioAssay
LAP4-GFP MLPCN: yeast TOR pathway LAP4-GFP modulation. S. cerevisiae LAP4-GFP multiplex, flow cytometry GFP, 3 h; median GFP as percent of DMSO wells. GFP response vs DMSO, % at 10 µM. 0.34% of 320,000 active. AID 2023;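 active means GFP response vs DMSO above a set limit, about the screen mean plus 3 SD, cut at about 150% in these data; inconclusive means under 70 cell events counted for the yeast strain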
procasp7 counter: counter-screen: procaspase-7 (human) activation; P55210; recombinant procaspase-7, Ac-DEVD-pNA absorbance 405 nm; D23A/D198A/D206A triple mutant, cannot self-cleave; scale: DMSO 0, 5 µM enzyme 100; activation, % at 8.5 µM; 0.093% of 330,000 active; AID 463210;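 active means percent activation above the screen-wide mean plus 3 SD, cut at about 25% in these data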
Target sequence (P55210 whole entry D23A/D198A/D206A): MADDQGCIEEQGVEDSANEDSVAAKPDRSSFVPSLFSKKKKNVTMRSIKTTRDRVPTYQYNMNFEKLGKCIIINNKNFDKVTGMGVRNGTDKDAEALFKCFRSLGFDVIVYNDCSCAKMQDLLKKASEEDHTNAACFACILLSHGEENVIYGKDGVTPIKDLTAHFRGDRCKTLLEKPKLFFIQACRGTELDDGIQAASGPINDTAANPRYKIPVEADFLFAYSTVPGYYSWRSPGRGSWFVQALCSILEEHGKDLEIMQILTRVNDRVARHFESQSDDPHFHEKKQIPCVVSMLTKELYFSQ
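Detection: p-Nitroaniline absorbance at 405 nm, read at 0 and 120 min; system: Uncleavable procaspase-7 mutant enzyme; evaluation: % activation from two-timepoint absorbance difference, scaled to controls; times: 1 h enzyme–compound preincubation and 2 h substrate reaction, both 25 °C; buffer or medium: Zinc-free HEPES pH 7.4 with 300 mM NaCl, 0.01% Triton X-100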
proCasp3 act: activates human procaspase-3. recombinant procaspase-3 D3A, Ac-DEVD-pNA absorbance 405 nm. P42574. activation, % at 8.5 µM. AID 463141. 0.11% of 330,000 active;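 active means activation above the mean of all tested compounds plus 3 SD, cut at about 21% in these data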;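 further: 0% = DMSO alone and 100% = DMSO wells spiked with extra 5 µM PC-3 D3A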
Target sequence (P42574 whole entry D9A/D28A/D175A): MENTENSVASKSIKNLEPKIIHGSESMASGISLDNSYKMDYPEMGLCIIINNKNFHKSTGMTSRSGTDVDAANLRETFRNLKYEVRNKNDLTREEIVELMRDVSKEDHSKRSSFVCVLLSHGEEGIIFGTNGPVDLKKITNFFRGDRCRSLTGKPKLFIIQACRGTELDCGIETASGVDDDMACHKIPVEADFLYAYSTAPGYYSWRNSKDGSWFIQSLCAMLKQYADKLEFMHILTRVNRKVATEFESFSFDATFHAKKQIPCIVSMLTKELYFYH
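Evaluation: percent activation relative to control range; Material: Procaspase-3 D3A mutant, all three cleavage aspartates alanine; Compound: single dose, 8.5 µM nominal compound, 0.8% DMSO; Replication: one well per compound; Signal: absorbance at 405 nm, 0 and 120 min; Schedule: 1 h preincubation plus 2 h reaction at 25 °C.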
CR mimetic SO: lowers age-related superoxide in aged yeast cells | AID 2690 | superoxide response (% of plate mean), % at 10 µM | S. cerevisiae aged cells, superoxide DHE fluorescence; active compounds read low | 0.18% of 330,000 active;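 active means superoxide response under a set limit, about three screen SD below normal, cut at about 65% in these data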;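 further: yeast aged for seven days with compound at 30 °C before DHE staining; 100% = average MFI of all compound-treated wells on the plate with controls excluded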
MEP2-GFP yeast: modulators of TOR pathway MEP2-GFP in S. cerevisiae; GFP response vs DMSO, % at 10 µM; S. cerevisiae MEP2-GFP strain, flow cytometry GFP, 3 h; 100% = DMSO control level; 0.51% of 330,000 active; AID 2016;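 active means GFP response versus DMSO above a set limit, roughly screen mean plus 3 SD, cut at about 180% in these data; inconclusive means fewer than 70 cells counted for a yeast strain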;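 further: median GFP fluorescence of the barcode-gated MEP2-GFP cells per well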
GASC-1 inh: human JMJD2C demethylase inhibition. 0.069% of 330,000 active. GST-JMJD2C(1-420) H3K9me3 demethylation, DELFIA europium. Q9H3R0. inhibition, % at 2.35 µM;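 active means more than half of a compound's replicate wells show inhibition beyond 50%, single wells judged on their own value; inconclusive means some, but no more than half, of replicates pass 50% inhibition; inactive means no replicate passes 50% inhibition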;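 further: signal counts dimethyl H3K9 product captured on neutravidin plate; 0% = median of DMSO wells and 100% = 0.3 times that DMSO median; strong numbers were not always called active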
Target sequence (Q9H3R0 1-420 limits assumed): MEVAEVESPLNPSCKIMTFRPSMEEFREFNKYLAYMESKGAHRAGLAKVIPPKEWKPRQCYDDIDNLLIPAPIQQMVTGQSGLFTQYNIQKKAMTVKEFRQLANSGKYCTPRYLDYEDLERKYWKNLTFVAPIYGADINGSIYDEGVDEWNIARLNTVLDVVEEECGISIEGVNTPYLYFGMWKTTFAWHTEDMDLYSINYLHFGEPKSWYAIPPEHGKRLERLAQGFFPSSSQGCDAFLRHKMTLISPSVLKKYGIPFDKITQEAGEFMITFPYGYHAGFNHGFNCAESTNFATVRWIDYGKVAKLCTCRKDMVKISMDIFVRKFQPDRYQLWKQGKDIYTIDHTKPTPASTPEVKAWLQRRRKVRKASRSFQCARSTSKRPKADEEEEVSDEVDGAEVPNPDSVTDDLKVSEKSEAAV
AHR activator: activators of human aryl hydrocarbon receptor. P35869. AHR-responsive luciferase reporter cells, luminescence. activation, % at 5 µM. 2.5% of 320,000 active. AID 2796; in the data active means activation above about 47%;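 further: 0% = vehicle wells and 100% = reference agonist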
RPL19A-GFP yeast: alters RPL19A-GFP fluorescence in TOR pathway yeast screen; S. cerevisiae RPL19A-GFP strain, flow cytometry, 3 h; active compounds read low; percent response vs DMSO, % at 10 µM; 0.3% of 330,000 active; AID 2025;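 active means percent response vs DMSO below 50%; inconclusive means fewer than 70 events counted for the yeast strain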;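 further: median channel GFP fluorescence of the barcoded RPL19A-GFP strain; ratio of sample median GFP to plate DMSO average so 100% = DMSO; lower means less RPL19A-GFP as with rapamycin TOR inhibition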
* marks the source's active call; other numbers are inactive results. The order is random, and some 3.8% of all compounds hit somewhere here.

What do the screens show for `O=C(O)c1cccc(NC(=O)c2ccc(S(=O)(=O)c3ccccc3)cc2)c1`?
LAP4-GFP MLPCN: 93.4; procasp7 counter: 0.9; proCasp3 act: -3.3; CR mimetic SO: 112.3; MEP2-GFP yeast: 102.9; GASC-1 inh: 4.5; AHR activator: 0.1; RPL19A-GFP yeast: 99.4

Results for O=C1c2ccccc2C(=O)N1CCc1csc(-c2cccc(F)c2)n1 ?
LAP4-GFP MLPCN: 109.2; procasp7 counter: 5.1; proCasp3 act: -3.0; CR mimetic SO: 101.0; MEP2-GFP yeast: 100.5; GASC-1 inh: 2.1; AHR activator: -11.3; RPL19A-GFP yeast: 100.1

Results for CCOC(=O)c1cnn(CCOC(=O)c2ccc(OC)cc2)c1NC(=O)c1ccc(OC)cc1 ?
LAP4-GFP MLPCN: 96.5; procasp7 counter: 7.0; proCasp3 act: -4.1; CR mimetic SO: 98.3; MEP2-GFP yeast: 99.1; GASC-1 inh: 19.2; AHR activator: 1.2; RPL19A-GFP yeast: 97.6

Results for COc1ccccc1C(=O)N/C(=C\c1ccc(Br)cc1)C(=O)NCC(=O)O ?
LAP4-GFP MLPCN: 93.9; procasp7 counter: 4.3; proCasp3 act: 0.7; CR mimetic SO: 110.4; MEP2-GFP yeast: 97.2; GASC-1 inh: 10.1; AHR activator: 6.9; RPL19A-GFP yeast: 101.6

How did Oc1ccc(Cl)cc1C1=NNC(c2cccs2)C1 (centres undefined) do in these assays?
LAP4-GFP MLPCN: 102.8; procasp7 counter: -43.0; proCasp3 act: -13.9; CR mimetic SO: 111.9; MEP2-GFP yeast: 97.6; GASC-1 inh: -11.0; AHR activator: 38.2; RPL19A-GFP yeast: 103.5

What do the screens show for `COc1ccc(C(=O)N2CCN(C3CCN(Cc4ccccc4)CC3)CC2)cc1OC`?
LAP4-GFP MLPCN: 111.1; procasp7 counter: 2.1; proCasp3 act: -3.3; CR mimetic SO: 107.9; MEP2-GFP yeast: 109.1; GASC-1 inh: 3.1; AHR activator: 1.1; RPL19A-GFP yeast: 104.0

What do the screens show for `CCOC(=O)c1ccc(NC(=O)c2ccc(C)c(S(=O)(=O)N3CCOCC3)c2)cc1`?
LAP4-GFP MLPCN: inconclusive; procasp7 counter: 3.4; proCasp3 act: 5.5; CR mimetic SO: 112.8; MEP2-GFP yeast: inconclusive; GASC-1 inh: -5.5; AHR activator: -3.4; RPL19A-GFP yeast: inconclusive

How did COc1cccc(C2C3=C(CC(C)(C)CC3=O)OC(N)=C2[N+](=O)[O-])c1 (centres undefined) do in these assays?
LAP4-GFP MLPCN: 97.8; procasp7 counter: 0.1; proCasp3 act: 3.8; CR mimetic SO: 97.0; MEP2-GFP yeast: 94.9; GASC-1 inh: -1.6; AHR activator: 0.0; RPL19A-GFP yeast: 97.8

Results for C[C@H]1CC[C@]2(O[C@H](CCO)C[C@@H](O)[C@@H]2O)O1 ?
LAP4-GFP MLPCN: 91.3; procasp7 counter: -4.1; proCasp3 act: -1.1; CR mimetic SO: 91.2; MEP2-GFP yeast: 102.1; GASC-1 inh: 2.2; AHR activator: 1.1; RPL19A-GFP yeast: 93.3

Results for O=C(CN1CCOCCOCCOCCOCC1)Nc1ccccc1 ?
LAP4-GFP MLPCN: 96.0; procasp7 counter: -6.2; proCasp3 act: 8.4; CR mimetic SO: 121.1; MEP2-GFP yeast: 96.9; GASC-1 inh: 9.3; AHR activator: 3.5; RPL19A-GFP yeast: 102.7

What do the screens show for `Nc1c(C(=O)N2CCOCC2)oc2ccccc12`?
LAP4-GFP MLPCN: 90.2; procasp7 counter: -5.5; proCasp3 act: 8.3; CR mimetic SO: 90.0; MEP2-GFP yeast: 103.4; GASC-1 inh: 7.8; AHR activator: 42.7; RPL19A-GFP yeast: 95.2

How did CC(=O)NC12CC3CC(C1)CC(C(=O)N1CCN(S(=O)(=O)c4cccc(F)c4)CC1)(C3)C2 do in these assays?
LAP4-GFP MLPCN: 105.8; procasp7 counter: 6.1; proCasp3 act: 1.6; CR mimetic SO: 92.9; MEP2-GFP yeast: 98.4; GASC-1 inh: 2.3; AHR activator: 1.1; RPL19A-GFP yeast: 102.9

How did COc1cc(C)c(Br)cc1S(=O)(=O)NCc1ccccc1 do in these assays?
LAP4-GFP MLPCN: 100.9; procasp7 counter: 9.8; proCasp3 act: 13.4; CR mimetic SO: 116.2; MEP2-GFP yeast: 103.0; GASC-1 inh: -4.9; AHR activator: 1.7; RPL19A-GFP yeast: 99.0

What do the screens show for `CN(c1ccccc1)S(=O)(=O)c1cccc(C(=O)NCc2ccccc2CN2CCCC2)c1`?
LAP4-GFP MLPCN: 87.0; procasp7 counter: 0.8; proCasp3 act: -2.3; CR mimetic SO: 105.5; MEP2-GFP yeast: 98.4; GASC-1 inh: -2.3; AHR activator: 1.8; RPL19A-GFP yeast: 89.7

Results for O=C(CSc1nc2cc([N+](=O)[O-])ccc2n1-c1ccccc1)NCc1ccc2c(c1)OCO2 ?
LAP4-GFP MLPCN: 99.5; procasp7 counter: -10.4; proCasp3 act: -18.4; CR mimetic SO: 98.6; MEP2-GFP yeast: 104.4; GASC-1 inh: 12.1; AHR activator: 12.0; RPL19A-GFP yeast: 104.2

What do the screens show for `O=C(NCc1ccc2c(c1)OCO2)c1cnc2ccccn2c1=O`?
LAP4-GFP MLPCN: 101.0; procasp7 counter: -0.4; proCasp3 act: 0.9; CR mimetic SO: 110.4; MEP2-GFP yeast: 103.5; GASC-1 inh: -11.3; AHR activator: 6.8

Results for Brc1cc2[nH]cnc2c2ccccc12 ?
LAP4-GFP MLPCN: 93.5; procasp7 counter: -3.7; proCasp3 act: -1.6; CR mimetic SO: 103.2; MEP2-GFP yeast: 98.6; GASC-1 inh: 8.5; AHR activator: 63.0*; RPL19A-GFP yeast: 101.0

Results for COc1ccc(C(C[N+](=O)[O-])c2c(-c3ccccc3)cc3ccccn23)cc1 (centres undefined) ?
LAP4-GFP MLPCN: 116.0; procasp7 counter: -11.3; proCasp3 act: -0.5; CR mimetic SO: 99.8; MEP2-GFP yeast: 94.3; GASC-1 inh: 2.7; AHR activator: 0.0; RPL19A-GFP yeast: 96.6

How did COCCN1Cc2cccc(C(=O)NCc3ccccc3OC)c2C1=O do in these assays?
LAP4-GFP MLPCN: 100.2; procasp7 counter: 1.0; proCasp3 act: 1.6; CR mimetic SO: 85.3; MEP2-GFP yeast: 93.2; GASC-1 inh: -32.8; AHR activator: 38.2; RPL19A-GFP yeast: 96.2

How did COc1ccc(Nc2ccccc2NC(=O)c2ccccc2Br)cc1 do in these assays?
LAP4-GFP MLPCN: 109.7; procasp7 counter: -6.3; proCasp3 act: -8.3; CR mimetic SO: 105.3; MEP2-GFP yeast: 100.8; GASC-1 inh: 0.5; AHR activator: 3.0; RPL19A-GFP yeast: 101.8

Results for CCOc1cc(C(=O)Nc2ccccc2N2CCN(S(C)(=O)=O)CC2)cc(OCC)c1OCC ?
LAP4-GFP MLPCN: 85.9; procasp7 counter: -2.0; proCasp3 act: -8.0; CR mimetic SO: 93.7; MEP2-GFP yeast: 90.3; GASC-1 inh: 11.6; AHR activator: 4.1; RPL19A-GFP yeast: 89.8

What do the screens show for `COc1ccc(NS(=O)(=O)c2cc(NC(=O)/C=C/c3cc(OC)ccc3OC)ccc2N2CCCCC2)cc1`?
LAP4-GFP MLPCN: 94.7; procasp7 counter: 8.1; proCasp3 act: 3.5; CR mimetic SO: 103.2; MEP2-GFP yeast: 109.0; GASC-1 inh: 1.9; AHR activator: 19.2; RPL19A-GFP yeast: 107.9

Results for COc1ccccc1NC(=O)c1cccs1 ?
LAP4-GFP MLPCN: 82.6; procasp7 counter: 5.3; proCasp3 act: 5.0; CR mimetic SO: 90.9; MEP2-GFP yeast: 99.6; GASC-1 inh: 30.2; AHR activator: -1.1; RPL19A-GFP yeast: 99.1

Results for CC(=O)Nc1ccc(NC(=O)CSc2nncn2C)cc1 ?
LAP4-GFP MLPCN: 92.0; procasp7 counter: 3.7; proCasp3 act: 0.3; CR mimetic SO: 98.9; MEP2-GFP yeast: 105.9; GASC-1 inh: -1.3; AHR activator: 0.7; RPL19A-GFP yeast: 106.7

What do the screens show for `COc1ccc(C)cc1NC(=O)C1CC(=O)N(CCc2ccccc2)C1` (centres undefined)?
LAP4-GFP MLPCN: 102.1; procasp7 counter: 2.9; proCasp3 act: -2.5; CR mimetic SO: 107.7; MEP2-GFP yeast: 97.8; GASC-1 inh: 2.1; AHR activator: 20.8; RPL19A-GFP yeast: 101.5

Results for COc1ccc(OC)c(NC(=O)CSc2nnnn2C)c1 ?
LAP4-GFP MLPCN: 96.6; procasp7 counter: 3.7; proCasp3 act: -0.7; CR mimetic SO: 127.5; MEP2-GFP yeast: 97.9; GASC-1 inh: -3.5; AHR activator: 1.6; RPL19A-GFP yeast: 103.0

How did CCCC1S/C(=N/N=C/c2ccco2)NC1=O (centres undefined) do in these assays?
LAP4-GFP MLPCN: 98.3; procasp7 counter: 2.3; proCasp3 act: 1.0; CR mimetic SO: 99.0; MEP2-GFP yeast: 105.8; GASC-1 inh: -3.4; AHR activator: 7.5; RPL19A-GFP yeast: 106.5

Results for CCCCOc1ncnc2c1[nH]c1ccc(F)cc12 ?
LAP4-GFP MLPCN: 116.5; procasp7 counter: -2.9; proCasp3 act: -8.2; CR mimetic SO: 100.0; MEP2-GFP yeast: 98.3; GASC-1 inh: -16.5; AHR activator: -3.7; RPL19A-GFP yeast: 93.0

How did COCCNC(=S)N(CCc1c(C)[nH]c2ccccc12)Cc1cccnc1 do in these assays?
LAP4-GFP MLPCN: 91.9; procasp7 counter: 4.2; proCasp3 act: 7.6; CR mimetic SO: 92.2; MEP2-GFP yeast: 107.3; GASC-1 inh: 0.3; AHR activator: 5.0; RPL19A-GFP yeast: 105.2

What do the screens show for `O=C(c1ccco1)N1CCN(Cc2cn[nH]c2-c2ccc(F)cc2F)CC1`?
LAP4-GFP MLPCN: 99.0; procasp7 counter: 22.5; proCasp3 act: -1.1; CR mimetic SO: 83.3; MEP2-GFP yeast: 102.1; GASC-1 inh: -18.6; AHR activator: 0.9; RPL19A-GFP yeast: 103.6

Results for COc1ccccc1N1CCN(C(=O)c2cc3c(s2)CCCCC3)CC1 ?
LAP4-GFP MLPCN: 86.2; procasp7 counter: 4.6; proCasp3 act: 4.9; CR mimetic SO: 90.5; MEP2-GFP yeast: 96.7; GASC-1 inh: 0.4; AHR activator: 1.7; RPL19A-GFP yeast: 89.6

How did CCN(CC)CCN1C(=O)C2C(C(=O)Nc3cc(C)cc(C)c3)C3C=CC2(O3)C1C(=O)NC1CCCCC1 (centres undefined) do in these assays?
LAP4-GFP MLPCN: 90.8; procasp7 counter: -0.3; proCasp3 act: -2.6; CR mimetic SO: 93.2; MEP2-GFP yeast: 79.3; GASC-1 inh: 8.5; AHR activator: -1.5; RPL19A-GFP yeast: 96.9
